Screens deposited in PubChem BioAssay by NCI.
NCI-60 one-dose screen, 48 h, at 10 µM unless noted. Numbers give growth in % (100 = growth as untreated, 0 = no growth, -100 = all killed).
HCC-2998 = HCC-2998 colon cancer; hit rate 4.7% among 79,000
HT29 = HT29 colon cancer; AID 1794748; hit rate 7.4% among 81,000
KM12 = KM12 colon cancer cells; hit rate 5% among 82,000; AID 1794800
HCT-116 = HCT-116 colon cancer; hit rate 7.3% among 82,000; AID 1794798
HCT-15 = HCT-15 colon cancer; hit rate 5.2% among 82,000; AID 1794746
SNB-19 = SNB-19 CNS cancer cells | hit rate 2.5% among 81,000 | AID 1794751
SF-268 = SF-268 CNS cancer cells; hit rate 3.1% among 82,000
SW-620 = SW-620 colon cancer. AID 1794795. hit rate 5.2% among 82,000
SNB-75 = SNB-75 CNS cancer; hit rate 5% among 79,000; AID 1794750
Starred values were filed as active, the others as inactive; nt = no result given; & = joins results of further samples. Rule for the calls: active = growth percent below 10; inactive = the rest.

Each structure is followed by: HCC-2998	HT29	KM12	HCT-116	HCT-15	SNB-19	SF-268	SW-620	SNB-75
C=CC(C)(C)[C@]1(C[C@@H]2NC(=O)C3CCCN3C2=O)C(=O)Nc2cc(O)ccc21 (stereo partly drawn)
    104	107	109	107	106	101	102	101	87
c1csc(Cn2c(-c3cccs3)nc3ccccc32)c1
    98	95	92	89	91	93	107	97	69
CC(C)N(CCC#N)c1c(N2CCOCC2)ssc1=O
    102	115	108	98	101	103	99	101	122
CCCCCCCCOc1ccc(/C=N/Nc2cc(C)nc3ccc(Cl)cc23)cc1
    -59*	-56*	-73*	-70*	-82*	9.5*	104	-70*	52
O=C1NC(=O)C(=Cc2cc(-c3ccc(Br)cc3)n(-c3ccccc3)n2)C(=O)N1
    98	110	98	96	81	91	94	99	90
ONc1ccc(-c2cnc(Cc3ccc4c(c3)OCO4)o2)cc1
    132	108	101	105	107	111	115	109	100
O=C(Cc1ccccc1)NNC(=O)Cc1ccccc1
    99	101	104	102	105	110	102	106	88
COC(=O)C(=O)C1CCc2cc(OC)ccc2C1=O (stereo not drawn)
    110	111	104	103	104	97	99	107	86
COC(=O)c1ccc(NC(=S)N2CCc3ccc([N+](=O)[O-])cc3C2)cc1O
    110	109	103	117	100	98	103	110	112
CN(C1c2ccccc2Oc2ccccc21)S(=O)(=O)c1ccc(Br)cc1
    94	70	96	67	80	94	95	96	95
Cc1ccc(Nc2nc3sc4cc(Cl)c(Cl)cc4n3c(=O)c2C#N)cc1
    121	103	112	105	127	94	121	106	63
CC1OC(O[C@H]2CC[C@]3(C)[C@H]4CC[C@@H]5[C@H]6[C@H]7OC[C@@]6(CCC7(C)C)CC[C@@]5(C)[C@]4(C)CC[C@H]3C2(C)C)C[C@@H](O)[C@H]1O (stereo partly drawn)
    94	99	95	97	98	98	97	96	80
CCCCCCCCCCCCCCCCCCNC(=O)Nc1cc(C(C)C)c(O)cc1C
    101	89	104	96	95	99	98	102	97
O=C(/C=C/c1ccc(C(F)(F)F)cc1)c1ccc(Nc2nc(NCCO)nc(Nc3ccc(Cl)cc3)n2)cc1
    -30*	5.8*	-51*	-86*	6.6*	76	51	0.4*	37
Nc1ccc(/C=C/c2ccc3ncccc3c2)cc1
    102	85	92	94	93	106	88	103	110
Cc1ccc(-c2[nH]ncc2CNCCSc2nccn2C)cc1
    108	102	104	95	112	103	100	102	84
C=C1C(=O)O[C@H]2[C@H]1CC/C(C=Nc1ccc(C(F)(F)F)cc1N)=C\CC[C@@]1(C)O[C@@H]21
    nt	2.0*	20	-77*	2.2*	44	24	-32*	41
Cc1ccccc1N1CCN(C(=S)c2cccs2)CC1
    97	88	91	83	86	91	113	89	87
COc1ncc(-c2ccc3nccc(-c4ccnnc4)c3c2)cc1NS(=O)(=O)c1ccc(F)cc1F
    -78*	-10*	-61*	-49*	-15*	-43*	6.5*	-31*	-30*
O=C(Nc1ncc(Cc2cc(C(F)(F)F)ccc2Cl)s1)c1cccs1
    64	19	29	40	22	65	64	47	72
Nc1ccc(-c2cc(-c3ccccn3)n(C=O)n2)cc1
    106	104	98	70	88	107	116	89	87
Cc1ccc(NC(=O)C2CC(CN3CCN(C)CC3)C2)cc1Nc1nccc(-c2cccnc2)n1 (stereo not drawn)
    99&95	89&83	102&98	99&101	96&104	104&101	97&100	100&99	78&77
CCn1cc(C2=C(c3cccc4ccccc34)C(=O)N(O)C2=O)c2cc(Br)ccc21
    117	98	98	86	90	121	104	108	28
CCOC(=O)c1cc(C(=O)c2ccc(Br)cc2)n2ccccc12
    110	77	98	81	83	94	99	93	98
Nc1ncnc2c1ncn2C1(CO)OCC(O)C(O)C1O (stereo not drawn)
    101	89	99	108	105	103	95	110	91
CC(=O)Nc1scc[n+]1Cc1ccccc1
    103	nt	105	102	101	110	110	105	106
Brc1ccc(N/N=C/c2ccc(-n3cccn3)cc2)cc1
    99	96	96	104	91	103	107	97	93
COC1=CC(c2ccc[nH]2)=N/C1=C\c1[nH]c(C)c(CC(=O)NCc2ccccc2)c1C
    14	15	-46*	2.1*	-26*	-1.2*	11	21	58
Cc1cc2nnc3c4ncccc4c(C#N)n3c2cc1C
    102	120	106	100	97	96	106	96	nt
CCCCNC1CC[C@@]2(C)[C@@H](CC[C@@]3(C)[C@H]2C(=O)C[C@H]2/C(=C(\CCC=C(C)C)C(=O)O)[C@@H](OC(C)=O)C[C@@]23C)[C@@H]1C (stereo partly drawn)
    106	104	110	102	103	95	97	105	93
Cn1c(=O)c2c(nc3n2CCN(CCc2ccc(OCCN4CCOCC4)cc2)C3)n(C)c1=O
    122	107	103	109	105	108	105	105	101
COc1ccc(-n2c(=O)sc3c(Cl)nc(C)nc32)c(OC)c1
    87	74	90	65	61	50	63	75	nt
CC1(O)C(c2ccccc2)=C(c2ccccc2)c2ccccc21 (stereo not drawn)
    93	83	73	61	43	92	93	88	67
O=C1/C(=C/c2ccc(Br)cc2)SC(=NC2CCCCC2)N1Nc1ccccc1
    106	90	94	56	51	93	85	106	95
N/C(=N\C(N)=N\c1nc2ccccc2s1)c1ccc2ccccc2c1
    116	104	59	64	69	95	79	110	49
Nc1ccc(O)cc1
    108	99	113	106	117	98	103	100	89
O=C1C(C2SC(=S)N(CCc3ccccc3)C2=O)SC(=S)N1CCc1ccccc1 (stereo not drawn)
    110	107	98	95	98	99	98	101	100
CCOC(=O)c1ccc(N(CCC2CO2)S(=O)(=O)c2ccc(C)cc2)cc1 (stereo not drawn)
    106	nt	108	101	106	96	94	98	77
CCNC(=O)Nc1ccc(NC(=O)c2[nH]c(C)c(Cl)c2Cl)c(OC(C)C)c1
    109	100	90	100	85	97	99	105	90
CCN(CC)CCCNc1ccnc2cc3ccccc3cc12
    79	75	81	60	43	71	60	83	37
Cc1ccc(NC(=O)N(C)C)c(C)c1
    109&113	107&109	74&100	106&101	93&105	96&97	84&106	99&100	101&84
Nc1nc(=O)[nH]c2ccc(Sc3ccc(Cl)cc3)cc12
    nt	105	112	102	107	112	107	105	87
COc1ccc(N2N=C(c3ccc4c(c3)OCO4)CC2c2cccc(NC(=O)CCNS(=O)(=O)c3ccc(OC)cc3)c2)cc1 (stereo not drawn)
    79	68	74	58	74	nt	53	93	43
CC1(C)CCC(=O)c2ccccc21
    100	107	107	99	106	101	106	118	106
O=c1c(-c2nc3ccccc3[nH]2)cc2ccccc2n1Cc1cn(Cc2cccc(Cl)c2)nn1
    105	100	98	97	80	88	99	88	85
CCC(C)NCC(C)O (stereo not drawn)
    111	103	104	114	98	103	100	105	94
COC(=O)C1C2CC3c4[nH]c5cc(OC)ccc5c4CCN3CC2CC(OC(=O)c2cc(OC)c(OC)c(OC)c2)C1OC (stereo not drawn)
    87	70	78	79	84	70	59	98	65
N#CCCNCCC#N
    115	95	104	92	103	101	106	109	84
COC(=O)[C@@]1(C)CC[C@]2(C)CC[C@]3(C)[C@@H](NC(=O)C[C@@H]4[C@@]5(C)CCC(=O)NC(C)(C)[C@@H]5CC[C@]43C)[C@@H]2C1
    112	85	97	101	93	98	89	99	90
COc1ccc(Cn2cc(C(=O)Nc3cccnc3Nc3ccc(F)cc3)nn2)cc1
    118	115	95	116	101	102	86	110	101
COc1cc2c(cc1O)CC[C@@H]1C2CC[C@@]2(C)C1CC[C@@H]2O (stereo partly drawn)
    nt	22	34	7.4*	30	29	51	12	3.4*
Fc1ccc(Nc2ccnc(N3CCN(c4ccnc5cc(Cl)ccc45)CC3)n2)cc1
    63	22	42	15	38	66	72	63	74
O=C1C=C[C@]2(C[C@@H](c3cccc(C(F)(F)F)c3)O[C@@H](c3cccc(C(F)(F)F)c3)O2)O1
    18	-24*	6.0*	-71*	-34*	33	-27*	-48*	58
O=C(CSc1nnc(-c2ccc(NC(=O)c3cccnc3)cc2)o1)Nc1cccc(Br)c1
    106	107	105	59	91	63	102	97	72
Cc1ccc(-n2nnnc2-c2cccnc2)cc1
    102	89	102	93	107	105	99	95	70
O=c1oc2ccccc2cc1/C(CS(=O)(=O)c1ccccc1)=N/Nc1ccccc1
    99	108	97	102	102	98	97	102	88
NC1=NC(c2ccco2)N=C(Nc2nn[nH]n2)N1 (stereo not drawn)
    109	115	99	102	98	100	99	106	80
CCN(CC)CCCC(C)Nc1c(C)cnc2cccc(C)c12 (stereo not drawn)
    97	95	102	89	108	106	92	107	85
COc1ccc(-c2cc(-c3nc4ccccc4[nH]3)[nH]n2)cc1
    95	87	38	64	56	86	83	76	47
CSc1nc2ccc(C)cc2cc1/C=C1/C=C(c2ccccc2)OC1=O
    89	108	98	92	97	108	89	103	102

Structures shown so far with a cyano group:
Each structure is followed by: HCC-2998	HT29	KM12	HCT-116	HCT-15	SNB-19	SF-268	SW-620	SNB-75
CC(C)N(CCC#N)c1c(N2CCOCC2)ssc1=O
    102	115	108	98	101	103	99	101	122
Cc1ccc(Nc2nc3sc4cc(Cl)c(Cl)cc4n3c(=O)c2C#N)cc1
    121	103	112	105	127	94	121	106	63
Cc1cc2nnc3c4ncccc4c(C#N)n3c2cc1C
    102	120	106	100	97	96	106	96	nt
N#CCCNCCC#N
    115	95	104	92	103	101	106	109	84

(cont.)
Each structure is followed by: HCC-2998	HT29	KM12	HCT-116	HCT-15	SNB-19	SF-268	SW-620	SNB-75
COc1ccc(C(=O)C(CN(C)C)CN(C)C)cc1
    109	-77*	108	4.9*	47	103	96	-80*	76
CCCn1c(=N)/c(=C(\N)O)s/c1=C(/C#N)C(=O)OCC
    109	103	106	109	89	105	98	108	61
C1=CC(c2nn3c(-c4ccccc4)nnc3s2)=Cc2ccccc2O1
    97	82	85	41	23	75	78	17	78
COc1ccc(OCC(CO)N2CCN(c3ccccc3)CC2)cc1 (stereo not drawn)
    100	98	105	96	102	97	96	110	97
CCCCCCCSc1ccc(C(=O)Nc2ccc(C)cc2C(=O)O)cc1
    79	93	29	43	30	41	75	58	109
Cn1c(=O)[nH]c(=O)c2nc(CCC(=O)NCCCC(=O)O)c(=O)[nH]c21
    105	106	111	100	102	96	97	103	85
COc1ccc(C(=O)COc2ccc(/C=C3\CCc4ccccc4C3=O)cc2)cc1
    93	106	114	90	90	102	91	100	99
CCN(C(=S)Nc1ccccc1)c1ccccc1
    99	99	92	98	115	97	87	101	82
COc1ccc(-c2cc(-c3cccc(Cl)c3)c(C#N)c(=O)[nH]2)c(OC)c1
    106	118	102	97	98	94	90	96	73
N#CCN1C(=O)C2C3=C(CCCC3)SC2N=C1CN1CCCC1 (stereo not drawn)
    97	110	109	94	74	106	118	95	88
c1c2c(cc3c1OCO3)Cc1cc3c(cc1Cc1cc4c(cc1C2)OCO4)OCO3
    112	108	126	115	103	106	111	109	73
Cc1nn(-c2ccccc2)c(N2CCOCC2)c1/C=N/NC(=O)Cn1c(=O)sc2ccccc21
    112	103	96	105	105	100	99	102	97
Cc1nc2sc(C(=O)Nc3ccccc3Cl)c(N)c2cc1C(C)O (stereo not drawn)
    84	34	56	68	61	83	87	58	73
Nc1nccnc1Cl
    101	110	106	113	95	109	104	108	95
CCN(CC)CCCC(C)Nc1c2ccc(Cl)cc2nc2cc(OC)c(OC)cc12 (stereo not drawn)
    18	-24*	8.5*	-43*	-22*	nt	34	-25*	nt
CC(C)(C)c1ccncc1
    91	105	99	103	96	99	103	93	94
COc1cc2c(cc1-c1c(C)noc1C)ncc1nc(C3CCC(F)(F)CC3)n([C@@H](C)COC(F)F)c12
    52	19	42	34	13	53	68	63	23
CC(=O)CC(=O)CC(=O)c1ccccc1
    103	98	104	109	113	105	98	105	106
COc1cc(C2CC(c3ccccc3)=NN2C=O)ccc1Oc1ccnc2cc(Cl)ccc12 (stereo not drawn)
    87	76	50	55	59	71	66	88	70
CC(O)c1ncc(/C=C2\SC(=S)N(CCC(=O)O)C2=O)s1 (stereo not drawn)
    109	96	111	98	103	101	101	101	103
C[N+]1(CC[N+]2(C)CC3CCCCC3C2)CCCCC1 (stereo not drawn)
    98	92	103	101	101	107	105	99	77
CC(C)(C)N1CCC1CN (stereo not drawn)
    nt	111	107	99	126	101	100	104	87
CC1=CC(c2ccc(Cl)cc2)N2N=C(C)SC2=N1 (stereo not drawn)
    100	100	109	111	107	113	110	102	89
c1ccc(-c2c(-c3ccccc3)[n+](Cc3ccc4ccccc4c3)c(-c3cccc4ccccc34)n2Cc2ccc3ccccc3c2)cc1
    -74*	-50*	-78*	-74*	-53*	-69*	-39*	-66*	-58*
CCN1CCN(/C(=N\c2sc(-c3ccccc3)nc2-c2ccccc2)c2ccc(C)cc2)CC1
    108	88	78	97	90	97	107	102	123
COc1ccc(C2CC(=O)c3ccccc3N2)cc1 (stereo not drawn)
    102	72	96	98	101	97	96	91	86
COc1ccc(-c2ccnc3c(C#N)c(SC)nn23)cc1OC
    99	89	97	61	97	89	74	86	68

One compound at a time (already shown).
Results for `Cn1c(=O)[nH]c(=O)c2nc(CCC(=O)NCCCC(=O)O)c(=O)[nH]c21` → HCC-2998: 105; HT29: 106; KM12: 111; HCT-116: 100; HCT-15: 102; SNB-19: 96; SF-268: 97; SW-620: 103; SNB-75: 85
Results for `COc1ccc(OCC(CO)N2CCN(c3ccccc3)CC2)cc1` (stereo not drawn) → HCC-2998: 100; HT29: 98; KM12: 105; HCT-116: 96; HCT-15: 102; SNB-19: 97; SF-268: 96; SW-620: 110; SNB-75: 97
